PPARg SRC2 recr: agonists of SRC-2 recruitment by human PPARgamma | P37231 | PPARgamma LBD-SRC-2 recruitment, biochemical | activation, % at 8 µM | 0.34% of 200,000 active; in the data active = activation above about 22%;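 note: 0% = vehicle and 100% = reference agonist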
TLR4-MyD88 BLA: TLR4-MyD88 interaction inhibition in cells; HeLa CL3-4 TLR4/MyD88 BLA complementation, FRET ratio; inhibition, % at 8.4 µM; 0.18% of 200,000 active; in the data active = inhibition above about 25%;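 note: 0% = vehicle and 100% = reference inhibitor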
bIAP act: increases bovine intestinal alkaline phosphatase activity | activation factor at 20 µM | AID 1016 | 0.17% of 200,000 active | purified bovine IAP, CDP-star luminescence, 30 min; hits give high values; fold of DMSO-control signal, blank-subtracted;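 active = activation factor of 2 or more at 20 µM, a signal rise over negative controls twice the positive control's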
bIAP inhibitor: intestinal alkaline phosphatase (bovine) inhibition | inhibition, % at 20 µM | 190,000 tested, under 10 active | AID 1019 | purified bovine IAP, CDP-star luminescence, 30 min;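 active = over 50% inhibition of intestinal alkaline phosphatase at 20 µM in the single-dose screen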
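Assay system – bovine IAP enzyme · Quantity – bovine IAP at 1/65,000,000 final dilution · Detection – CDP-star luminescence signal · Times – 30 min reaction at room temperature · Also added – CDP-star substrate at 30 µM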
PPARg SRC3 recr: promotes SRC-3 coactivator recruitment by human PPARgamma; P37231; biochemical PPARgamma/SRC-3 coactivator recruitment assay; activation, % at 8 µM; 0.26% of 200,000 active; AID 731; in the data active = activation above about 23%;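 note: 0% = DMSO and 100% = reference agonist; some compounds past the cut are filed as inactive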
DTT redox prof: compounds producing H2O2 with reducing agent – biochemical, NIH compound library profiling, artefact control for MLSCN library redox annotation, primary screen. DTT-dependent redox cycling H2O2, phenol red/HRP absorbance; 100% = 100 µM peroxide control, 0% = buffer. activation, % at 10 µM. 0.03% of 200,000 active. AID 878;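 active = activation of at least 50% relative to the plate's high and low controls in the primary single-dose screen; inactive = activation below 50%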;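 note: compound incubated with DTT at 0.8 mM final as the reducing agent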
S1P3 antag: S1P3 (human) receptor antagonism. inhibition, % at 4.98 µM. 0.27% of 170,000 active. CHO S1P3 NFAT-BLA reporter, FRET fluorescence, antagonist mode. AID 485;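 active = inhibition above the plate cutoff, the mean inhibition of test wells on that plate plus 3 SD, cut at about 28% in these data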;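 note: cells challenged with S1P at its EC80 of 0.8 µM; blue over green emission ratio from cleaved BLA substrate after 4 h stimulation; 0% = S1P-stimulated wells and 100% = unstimulated DMSO-only wells; some compounds past the cut are filed as inactive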
Target sequence (Q99500 whole entry, looked up): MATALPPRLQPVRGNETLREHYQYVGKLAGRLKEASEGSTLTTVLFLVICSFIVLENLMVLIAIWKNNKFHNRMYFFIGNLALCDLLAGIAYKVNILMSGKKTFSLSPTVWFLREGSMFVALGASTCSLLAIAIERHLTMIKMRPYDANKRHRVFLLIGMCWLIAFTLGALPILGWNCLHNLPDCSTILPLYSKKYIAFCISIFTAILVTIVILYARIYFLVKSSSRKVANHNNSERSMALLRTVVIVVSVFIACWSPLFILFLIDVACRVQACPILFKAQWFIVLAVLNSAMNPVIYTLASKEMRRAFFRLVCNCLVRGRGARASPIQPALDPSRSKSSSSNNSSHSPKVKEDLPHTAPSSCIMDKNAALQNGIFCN
Lmaj promast: Leishmania major promastigote growth inhibition. 9% of 200,000 active. Leishmania major promastigotes, resazurin fluorescence viability. inhibition, % at 10 µM; in the data active = inhibition above about 50%;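 note: promastigotes grown with compound for 44 hours at 28 °C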
ROMK primary: human ROMK K+ channel modulation, primary screen; Tet-inducible ROMK, thallium flux fluorescence; actives lie on both sides; B-score at 10 µM; 2% of 130,000 active;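 active = signal ratio slope over the read window, or its plate-corrected B-score, at least 3 SD from the plate mean, either direction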;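 note: B-score of the F/F0 ratio slope over 7 to 12 s after thallium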
Target sequence (P48048 whole entry, looked up): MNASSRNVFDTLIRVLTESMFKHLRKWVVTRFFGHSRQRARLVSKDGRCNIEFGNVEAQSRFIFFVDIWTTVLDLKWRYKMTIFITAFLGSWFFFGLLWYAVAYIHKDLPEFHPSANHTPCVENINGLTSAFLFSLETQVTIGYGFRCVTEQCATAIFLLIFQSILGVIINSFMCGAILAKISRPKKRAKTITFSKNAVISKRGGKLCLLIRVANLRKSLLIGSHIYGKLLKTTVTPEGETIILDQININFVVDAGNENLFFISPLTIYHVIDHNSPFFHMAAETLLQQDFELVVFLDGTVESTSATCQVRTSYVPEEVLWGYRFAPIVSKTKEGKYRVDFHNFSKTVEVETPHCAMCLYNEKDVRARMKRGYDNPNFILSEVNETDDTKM
PPARg SRC-1 ag: PPARgamma-driven SRC-1 recruitment agonism | PPARgamma-SRC-1 coactivator recruitment biochemical assay | activation, % at 8 µM | 0.41% of 200,000 active; in the data active = activation above about 19%;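 note: 0% = DMSO and 100% = reference agonist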
SRC2 TRFRET art: flags TR-FRET format artefacts in PPARgamma SRC-2 recruitment agonist screen; TR-FRET ratio at 8 µM; TR-FRET artefact counter-screen; hits give high values; 0.4% of 200,000 active; in the data active = TR-FRET ratio above about 2000; note: inactives centre near 1500; reference of the scale not given here
The depositor's hits bear a star; / = not tested or not shown.

SMILES	PPARg SRC2 recr	TLR4-MyD88 BLA	bIAP act	bIAP inhibitor	PPARg SRC3 recr	DTT redox prof	S1P3 antag	Lmaj promast	ROMK primary	PPARg SRC-1 ag	SRC2 TRFRET art
CNC(=O)C(NC(=O)Nc1ccc(C)cc1)C(C)(C)C (stereo not given)	-1	-16	1	2	-2	-0.5	-3	5	0.092	-12	1451
COc1cccc(-n2sc3c(c2=S)-c2cc(OC)ccc2NC3(C)C)c1	12	9	0.9	14	8	-3.3	/	19	0.36	-4	1640
COC(=O)c1c(C)c2c(C)cc3ccccn3c-2c1C(=O)OC	5	-10	0.8	18	3	-0.2	/	20	-0.98	-2	1579
CCOc1cccc2cc(-c3cn4cc(C)ccc4n3)c(=O)oc12	1	-3	0.9	6	3	0.5	15	3	/	-2	1657
O=C1c2cccnc2C(=O)N1Cc1ccco1	6	14	1.1	-5	-2	-0.6	-25	-6	1.3	3	1416
COCCN1Cc2cccc(C(=O)Nc3ccc4c(c3)OCCO4)c2C1=O	-4	-14	0.9	7	-3	-1.4	-22	-4	/	10	1608
Cc1cccc(NC(=O)CSc2nc3ccc(N4C(=O)c5ccccc5C4=O)cc3s2)c1C	-1	8	1	3	6	-4.0	/	-3	/	4	1357
CCOC(=O)c1cn(-c2ccc(F)c(F)c2)c2c(F)c(F)c(F)c(F)c2c1=O	-5	10	0.9	6	4	-0.5	/	35	/	-6	1436
COc1ccc(F)cc1C(=O)C1CCCN(C(=O)c2cccc(N(C)C)c2)C1 (stereo not given)	1	-8	0.9	6	2	-1.6	16	1	/	9	1471
Cc1ccc(Cn2c(=O)cc(C(=O)O)c3ccccc32)cc1	6	-9	0.9	5	4	0.6	/	-3	0.13	0	1498
COCC(=O)N(CCc1ccc(OC)c(OC)c1)Cc1nc2ccccc2c(=O)[nH]1	-8	-1	1	-3	1	0.0	-6	-3	/	-4	1438
CCCOc1ccc(CN(CCO)CCO)cc1[N+](=O)[O-]	1	0	0.8	18	2	0.8	2	-2	-0.18	1	1546
CCOC(=O)c1ccc(NC(=O)CSc2nnc(Cc3cccs3)n2C)cc1	-1	-6	0.9	15	-15	1.8	8	5	/	3	1376
CC(C)c1ccc(NC(=O)C(c2ccc3c(c2)OCO3)N2CCC3(CC2)OCCO3)cc1 (stereo not given)	0	-4	1.1	-12	-4	-2.5	30	9	/	-2	1490
Cc1ccccc1-n1nnnc1SCCCC(=O)c1ccc(F)cc1	1	4	1	4	-6	0.9	2	-4	/	-5	1593
CCOC(=O)c1sc(-c2cccc([N+](=O)[O-])c2)cc1N	1	-6	1.1	-8	10	-0.5	15	4	-0.1	2	1633
Cc1cccc(-n2c(=O)c3c4c(sc3n3c(=S)[nH]nc23)CCC4)c1	11	-31	0.9	12	6	-0.4	-9	-3	-0.21	9	1860
Nc1nnc2c(n1)CCCC2	-9	10	0.9	9	6	1.8	0	-3	-0.097	2	1663
CCN(CC)C(C(=O)Nc1ccc(C(C)C)cc1)c1ccc2c(c1)OCO2 (stereo not given)	6	-6	1.2	-17	3	0.5	/	30	/	2	1736
CCc1ccc(OCC(=O)NC(=S)Nc2cccc(CO)c2)c(Br)c1	7	-7	0.8	15	-5	0.3	/	-2	0.93	-3	1411

4 entries out of the list, sorted by formula weight, lowest first.
SMILES	PPARg SRC2 recr	TLR4-MyD88 BLA	bIAP act	bIAP inhibitor	PPARg SRC3 recr	DTT redox prof	S1P3 antag	Lmaj promast	ROMK primary	PPARg SRC-1 ag	SRC2 TRFRET art
O=C1c2cccnc2C(=O)N1Cc1ccco1	6	14	1.1	-5	-2	-0.6	-25	-6	1.3	3	1416
CNC(=O)C(NC(=O)Nc1ccc(C)cc1)C(C)(C)C (stereo not given)	-1	-16	1	2	-2	-0.5	-3	5	0.092	-12	1451
CCOC(=O)c1sc(-c2cccc([N+](=O)[O-])c2)cc1N	1	-6	1.1	-8	10	-0.5	15	4	-0.1	2	1633
COCCN1Cc2cccc(C(=O)Nc3ccc4c(c3)OCCO4)c2C1=O	-4	-14	0.9	7	-3	-1.4	-22	-4	/	10	1608

Continuation.
SMILES	PPARg SRC2 recr	TLR4-MyD88 BLA	bIAP act	bIAP inhibitor	PPARg SRC3 recr	DTT redox prof	S1P3 antag	Lmaj promast	ROMK primary	PPARg SRC-1 ag	SRC2 TRFRET art
COc1ccc(CN2CCN(CCc3ccccc3)C(CCO)C2)c(O)c1 (stereo not given)	2	-5	1.1	-13	3	-1.8	2	87*	-0.19	-6	1566
O=C(Oc1cccc(Nc2ncnc3ccccc23)c1)c1cccnc1	9	1	1.1	-6	-1	-0.1	8	3	-1.8	-1	1367
CN(C)N1C(N)=C(C#N)C(c2cccs2)C2=C1CCCC2=O (stereo not given)	8	-1	0.9	6	-1	-0.1	3	-1	/	4	1651
O=C(COC(=O)CC(c1ccccc1)c1ccccc1)Nc1ccc(F)c(F)c1	5	-2	0.8	21	1	-0.6	4	4	-0.02	2	1384
COc1ccc(CN=Cc2c(O)[nH]c3ccccc23)cc1	16	-3	0.9	9	7	0.0	21	3	-0.3	10	1659
COc1ccc2c(c1)c(C(=O)OCCN(C)C)c(C)n2C	2	-13	1	4	11	0.1	11	11	0.47	-1	1391
N#CCSc1nnc2sc3ccccc3n12	9	-13	1	3	9	-1.4	-23	0	/	-2	1654
COc1ccccc1N(CC(=O)N/N=C/c1ccc(OCC(=O)NCc2ccco2)cc1)S(=O)(=O)c1ccc(C)cc1	9	-8	1.4	-36	3	0.1	/	-11	0.61	2	1643
CCOC(=O)N1CCN(S(=O)(=O)c2ccc(OCC(=O)OC)c(Cl)c2)CC1	-14	5	1	-2	0	2.0	/	2	/	3	1435
CCCc1c(C)[nH]c2ccccc2c1=O	-8	-2	0.9	7	-6	0.2	/	18	-0.033	-2	1331
COc1ccc(CN(C(=O)/C=C/C(=O)c2ccc(OC)cc2O)C(C(=O)NC2CCCCC2)c2ccncc2)cc1 (stereo not given)	1	-28	0.9	10	0	-0.6	-7	78*	-0.64	7	1486
Cc1cc(C)n(C(=O)CN2C(=O)CCC2=O)n1	2	7	0.9	14	5	-3.0	/	-6	0.77	2	1582
CCOC(=O)c1c(CSc2ccccc2)oc2ccc(O)cc12	-2	-12	0.9	7	-3	0.2	5	20	-0.73	-4	1565
Cc1cc(=O)n2[nH]c(NCc3ccccc3F)nc2n1	4	5	1.1	-12	0	-0.1	-12	-9	0.55	5	1581
CCN(CC)C(=O)C1CC(c2ccc(OC)cc2)=NO1 (stereo not given)	-6	5	1	5	-13	2.0	-1	-5	/	2	1391
COCCCNC(=O)CC(NS(=O)(=O)c1ccc(C)cc1)c1ccc(OC)cc1 (stereo not given)	3	6	0.6	36	1	0.2	/	4	0.1	-1	1446
N#CC1=C(Nc2ccc(Br)cc2)CCC1	8	-1	0.9	9	6	-0.6	17	-5	/	8	1484
COc1ccccc1NC(=O)CCc1nc(-c2ccccc2F)no1	-7	-31	1	4	3	-1.1	-16	-1	0.23	-8	1658
COc1ccc(-c2nc3nc(C)cc(C)n3n2)cc1	2	19	1	4	-1	3.3	12	-1	0.23	-1	1596
COc1ccc(-c2csc3nc(C)nc(N4CCN(c5ccc(C(C)=O)cc5)CC4)c23)cc1OC	0	13	1.1	-8	0	-0.6	2	18	-0.35	2	1584
O=C(NCc1nc2ccccc2[nH]1)C1=C[C@H](c2ccc3c(c2)OCO3)C[C@H](OCc2ccc(CO)cc2)O1	-8	-10	1.3	-34	0	0.6	-4	8	/	-2	1456
COc1ccc(CCNc2ccc(S(=O)(=O)N3CCCC3)cc2[N+](=O)[O-])cc1	9	7	1	-2	0	-0.6	7	-2	0.98	1	1513
CC(C)COC(=O)NCCOC(=O)Nc1cccc(Cl)c1	3	6	0.8	18	-5	2.6	14	-3	-1.2	1	1412
O=C(Cc1cccs1)N/N=C\c1ccc(O)cc1	2	-1	0.9	11	1	-0.3	7	-6	-0.13	5	1484
C=CCNC(=S)N/N=C/c1ccc(-c2ccc(OC)cc2)o1	0	1	1.2	-20	-1	-0.6	-16	11	0.5	-2	1582
O=C(OCC(=O)N1c2ccccc2Sc2ccccc21)C1CC(=O)N(Cc2ccco2)C1 (stereo not given)	-1	1	1	4	7	3.0	-5	0	-0.95	8	1611
CCOC(=O)c1sc(NC(=S)NC(=O)C2CCCC2)cc1C	-2	0	1	2	-1	0.4	-11	-2	/	-7	1549
O=C(NC1CCCC1)C(c1ccc(F)cc1)N(Cc1ccc(F)cc1)C(=O)c1ccn[nH]1 (stereo not given)	2	4	2.4*	-142	6	-5.5	/	13	1.2	5	1546
O=C1CSC(c2cccc(Cl)c2Cl)N1c1ccccn1 (stereo not given)	-6	-2	1	-1	-1	0.2	-3	91*	0.051	0	1435
CCn1cc(CN(C)S(=O)(=O)c2cccc([N+](=O)[O-])c2)cn1	6	7	1	3	-1	-1.0	3	3	-0.86	9	1479
CC(C)Sc1nnc(NC(=O)c2ccco2)s1	12	-7	1	4	6	-0.9	-29	-9	0.76	5	1702
CCOC(=O)C1C(=O)NC(N2CCCCC2)=NC1c1ccco1 (stereo not given)	-13	-4	1	-1	-6	0.8	-21	-2	/	-6	1485
Cc1cccnc1NCC(O)COc1ccccc1 (stereo not given)	6	-7	0.9	8	5	1.8	6	2	/	-5	1548
Cc1nnc(SCc2ccc(F)cc2Cl)s1	-2	-6	0.9	9	4	-4.2	/	0	/	7	1648
COc1cc(OC)cc(C(=O)Nn2c(C)nc3ccccc3c2=O)c1	-6	-13	1	2	-8	2.5	-12	-2	0.5	5	1425
Cc1cc(NC(=O)c2ccccc2[N+](=O)[O-])ccc1Br	7	13	1.2	-21	8	-1.4	4	16	-0.0067	-2	1548
CSc1ccccc1NC(=O)CN(C)Cc1cc(=O)n2ccsc2n1	3	2	1	2	4	-0.1	-15	1	-0.94	-3	1500
N#Cc1cc([N+](=O)[O-])ccc1NCCc1ccccn1	-1	-8	0.9	12	-3	-0.7	7	1	0.51	2	1335
Cc1ccc(NC(=S)NCc2cccnc2)cc1	5	8	1	2	8	-8.4	/	2	/	-1	1534
Cc1cccc(C(=O)Nc2cccc(C(=O)N/N=C/c3ccncc3)c2)c1	-9	-1	0.9	11	2	-0.3	-9	33	-1	-8	1467
O=C(N[C@@H](Cc1ccccc1)C(=O)OCc1ccccc1)c1nc[nH]c1C(=O)NCc1ccccc1	1	-8	1	4	0	0.8	-20	7	/	4	1457
CCOC(=O)CNC(=O)/C(=C\c1ccc(F)cc1)NC(=O)c1ccccc1	-7	4	0.9	9	0	-0.9	-13	-2	0.61	-10	1425
O=[N+]([O-])c1cc(S(=O)(=O)N2CCCCC2)ccc1NCCN1CCOCC1	3	-18	1	2	6	0.0	-29	8	0.27	-2	1597
CCOC(=O)c1cc(NC(=O)N2CCCc3ccccc32)c(C)nc1C	1	-4	1	-2	6	-0.6	-13	-5	/	9	1458
Cc1ccc(CNC(=O)c2ccc3nc4[nH]c5ccccc5c4nc3c2)cc1	3	8	1.1	-5	2	30	1	2	0.086	-2	1587
